Screening results (PubChem)
S3 lipid droplet = qHTS Assay for Lipid Storage Modulators in Drosophila S3 Cells. AID 2685. Drosophila S3 cells, BODIPY lipid droplet fluorescence, 18-24 h; cells fed with added oleic acid. lipid storage change, negative = inhibition, % at the top dose, mostly 46.1 µM; hits show Potency in µM. 320,000 tested, 0.64% active; active = well fitted inhibition curve with a large enough effect in the signal ratio, with a control signal flat, not every such curve was filed as active; inconclusive = small, poorly fitted or top-dose-only effect, or effect the other way, or a change in a side signal; the % refers to the signal ratio
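Laser-scanning cytometry quantifies lipid droplet accumulation (500–530 nm total intensity; droplet/cell object ratio) in oleic acid-fed (400 uM added) Drosophila S3 cells treated with a concentration series. 20 uM Triacsin C defined 100% inhibition.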
S3 lipid droplet cell count max = also measured in S3 lipid droplet; calls as there; cell number change, %; measured here: cell count max response;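 cells counted by Cell Tracker Red CMTPX staining in the red channel; peak over a dose series mostly up to 46.1 µM; percent activity relative to internal control wells on each plate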
* = called active by the depositor; i = inactive; ? = inconclusive; . = not tested or not shown; [ ] = dose if it differs, or a comment. % is set by controls: 0 for no effect and ±100 for the full control effect; potency is the fitted concentration of half-maximal effect. Only part of the results is shown (hit frequency here may not be typical).

SMILES	S3 lipid droplet	S3 lipid droplet cell count max
CCOC(=O)N1CCC(NC(=O)c2cc(C(=O)NCC(OC)OC)ccc2CO)CC1	i	9
COc1ccc(Br)cc1CN1CCN(C(=O)c2ccc(F)cc2)CC1	-13%	-5
O=S(=O)(/C=C/c1ccccc1)N1CCN(Cc2ccccc2)CC1	?	.
O=C(NCc1cccs1)c1cc(S(=O)(=O)N2CCOCC2)ccc1N1CCCC1	?	.
CC(=O)N1CCc2c(sc(NC(=O)CS(=O)(=O)c3ccc(F)cc3)c2C#N)C1	?	.
COc1ccc(Br)cc1/C=N/NC(=O)c1ccc(COc2ccc3c(c2)CCC3)o1	-3%	12
C=CCn1c(-c2ccoc2)n[nH]c1=S	9%	-6
Cc1ccc(N=Cc2cccc(O)c2O)c(C)c1	9%	-18
CC(=O)NCCn1c(SCC(=O)NCCc2ccc(S(N)(=O)=O)cc2)nc2ccccc2c1=O	?	.
CCc1ccccc1NC(=O)CCc1nc(-c2ccc(C)cc2)no1	i	.
CCOC(=O)c1c(C)[nH]c(N=Nc2ccc(C)cc2C)c1C	?	.
Cc1sc2ncn(CC(=O)NCCCC(=O)NCc3ccc(F)cc3)c(=O)c2c1C	?	.
Cc1csc(=O)n1CC(=O)OCC(=O)Nc1ccc(C(N)=O)cc1	?	.
N#CCCN(C(=O)c1ccc2c(=O)n3c(nc2c1)CCCCC3)c1ccccc1	?	.
CCCCCCn1c(COc2ccccc2F)nnc1SCC(=O)N1c2ccccc2NC(=O)C1(C)C	?	.
C=CCn1c(CCCOc2ccc(Cl)cc2Cl)nnc1SCC(=O)Nc1nccs1	?	.
CCCCOc1ccc(-c2ncc(N)cn2)cc1	17%	.
CN(C)c1ccc(S(=O)(=O)N2CCCCC2)cc1NC(=O)COc1ccccc1F	-7%	1
Cc1cc(C)n2nc(SCC(=O)N(C)C)nc2n1	?	.
Cc1ccc(C)c(N2CCN(S(=O)(=O)c3ccc4c(c3)CCC(=O)N4)CC2)c1	?	.
CCOCCCN(CC(=O)NC1CCCC1)C(=O)C(=O)Nc1ccc2c(c1)OCCO2	13%	20
CC(C)(C)C(=O)COC(=O)c1cccc(NC(=O)c2ccco2)c1	i	-22
COc1ccccc1OCC(=O)Nc1cccc(C(=O)N2CCOCC2)c1	?	.
CC(C)CC1(C)NC(=O)N(CC(=O)Nc2cccc(S(=O)(=O)N(C)c3ccccc3)c2)C1=O (centres undefined)	-6%[9.22 µM]	-5
COC(=O)C1=CN(Cc2ccccc2)C=C(C(=O)OC)C1c1ccc(O)c(OC)c1	i	-14
Cc1cc(C)c(NC(=O)CS)c(Cl)c1	-15%[9.22 µM]	-21
CC1CCCCC1NC(=O)CSc1nncn1N (centres undefined)	?	.
CCCN1C2CCCC1CC(NC(=O)c1cccc(OC)c1)C2 (centres undefined)	?	.
CCC(C(=O)Nc1ncn[nH]1)(C(F)(F)F)C(F)(F)F	1%	9
O=S1(=O)[C@H]2C[C@@H]3C=C[C@@]2(CN1Cc1cccc(C(F)(F)F)c1)O3	-34%	15
CCOc1ccc(-n2nnnc2SCC(=O)c2ccccc2)cc1	?	.
O=C(NNC(=S)NC1CC2CCC1C2)c1ccc(Cl)cc1 (centres undefined)	?	.
CCc1cc(SC#N)ccc1N	?	.
CCOC(=O)c1ccc(NC(=S)N(CCCN2CCCC2)Cc2ccco2)cc1	15%	.
CC1(C)CC(=O)C2=C(C1)Nc1ccccc1[S@]2=O	?	.
NC(=O)COC(=O)[C@H](Cc1c[nH]c2ccccc12)NC(=O)c1ccc(F)cc1	-13%	-17
N#CC1=C2SCC(O)(c3ccccc3)N2C(=O)CC1c1ccccc1 (centres undefined)	?	.
CCOc1cc(/C=N/NC(=O)c2cccnc2)ccc1OCc1ccc(C(=O)OC)o1	?	.
CC(NC(=O)C(=O)NCCCn1ccnc1)c1ccccc1 (centres undefined)	?	.
O=C(Nc1ccc(Cc2ccncc2)cc1)c1cccs1	5%	-7
CCOC(=O)c1[nH]c2ccc(OC)cc2c1NC(=O)NC(C)C	6%	2
Cc1nn(C(=O)c2ccco2)c(C)c1Sc1ccc(Br)cc1	?	.
O=C(Cc1ccccc1[N+](=O)[O-])NCc1ccccc1Cl	1%	-9
O=C(CN1C(=O)COc2ccccc21)Nc1ccc2c(c1)OCCO2	i	3
O=C(CCCN1C(=O)C2CC=CCC2C1=O)Nc1cccc(F)c1 (centres undefined)	?	.
Cc1ccc(N2CC(C(=O)NCCc3ccc(S(N)(=O)=O)cc3)CC2=O)cc1 (centres undefined)	-3%	6
COc1cc(/C=N/n2c(-c3cc(C)[nH]n3)n[nH]c2=S)cc(OC)c1OC	?	.
CC/C(Cc1ccccc1)=N/NC(=O)c1cccc(Br)c1	0%	10
OCCNC(=S)Nc1ccc(Oc2ccccc2)cc1	i	.
CCCc1ccccc1OCCNC(=O)c1cc(=O)n(C)c(=O)n1C	1%	.

Additional results
SMILES	S3 lipid droplet	S3 lipid droplet cell count max
CCC(NC(=O)c1ccccc1NC(=O)c1ccco1)C(=O)O (centres undefined)	?	.
O=C(NCC1CCCO1)/C(=C/c1cn(-c2ccccc2)nc1-c1cccnc1)NC(=O)c1ccccc1 (centres undefined)	-1%	-5
CC(=O)c1cccc([N+](=O)[O-])c1	?	.
O=C(Nc1ccnn1C1CCN(C(=O)c2ccccc2C(F)(F)F)CC1)C1CC1	i	-23
O=C(CN1C(=O)NC2(CCCC2)C1=O)Nc1nc2c(F)cc(F)cc2s1	-2%	.
COC(=O)C1=CN(C2CC2)C=C(C(=O)OC)C1c1ccccc1OC	?	.
Cc1ccc(S(=O)(=O)NCCC(C)C)cc1[N+](=O)[O-]	11%	5
O=C(O)c1ccc(N2CCCC2=O)cc1	?	.
COC(=O)CSc1nc2cc3c(cc2cc1C)OCO3	?	.
Cn1cccc1/C=N/NC(=O)c1ccc[n+]([O-])c1	?	.
Cn1c(=O)oc2cc(S(=O)(=O)Nc3cccc4c3CCCC4)ccc21	?	.
NC(=O)Nn1c(CCC(=O)O)ccc1-c1ccc(Cl)cc1	8%	2
CCc1ccccc1N(C(=O)c1snc(C(N)=O)c1N)C(C(=O)NCC1CCCO1)c1c[nH]c2ccccc12 (centres undefined)	?	.
COc1ccc(OC)c(-c2csc(NC(=O)CSc3nnnn3C)n2)c1	26%	21
CC(OC(=O)CCc1nc2ccccc2c(=O)[nH]1)C(=O)NCc1ccc2c(c1)OCO2 (centres undefined)	?	.
Cc1oncc1C(=O)NC(C)C	?	.
Cc1cccc(C)c1NC(=O)CN(C)C(=O)C1CC1C (centres undefined)	?	.
Cc1cccc(S(=O)(=O)Nc2nc3ccccc3nc2NCc2ccco2)c1	i	-13
CCOC(=O)CON1C(=O)c2ccccc2C1=O	?	.
Nc1nc(NCCCN2CCOCC2)nc(Nc2cccc(Cl)c2)c1[N+](=O)[O-]	-7%	2
CC(C)NC(=O)c1c(CSc2ccc(Cl)cc2)noc1C(=O)NCc1ccccc1	?	.
CNC(=O)COC(=O)/C=C/c1cn(-c2ccccc2)nc1-c1ccc(C)o1	0%	4
CCCc1cc(=O)[nH]c(N/N=C/C=C\c2ccccc2)n1	i	.
CC(=O)c1c(C(C)=O)c(C)n(Cc2ccc(Cl)cc2)c1C	?	.
O=C(CCc1ccccc1)Nc1ncn[nH]1	4%	19
O=C(NCc1ccccn1)c1ccc(NC(=O)c2ccco2)cc1	?	.
CC(=O)c1sc(-c2ccc(F)cc2F)nc1C	5%	20
CC1(C)Cc2nc3sc4c(OCc5ccccc5)ncnc4c3cc2CO1	-3%	9
O=C(NCCc1ccc(F)cc1)c1ccc([N+](=O)[O-])cc1	?	.
COc1ccc(S(=O)(=O)N2CCN(Cc3ccccc3)CC2)cc1	?	.
CCc1cc2cc(C(=O)N3CCN(Cc4ccccc4)CC3)sc2s1	6%	-27
CCOc1ccc2c(c1)C(C)=CC(C)(C)N2S(=O)(=O)c1ccc(F)cc1	?	.
O=C1CCC/C1=C/Nc1ccc(Cl)cc1	-8%	-12
Cc1ccc(NCc2nnc(SCC#N)o2)c(C)c1	i	.
COc1ccc(OC)c(NC(=O)CN2C(=O)NC3(CCCc4ccccc43)C2=O)c1 (centres undefined)	?	.
CC(C)CNC(=S)N(CCCO)Cc1cc2cc3c(cc2[nH]c1=O)OCCO3	?	.
CCOc1ccc(S(=O)(=O)N2CCC(C(=O)OC(C)C(=O)N(C)C3CCCCC3)CC2)cc1 (centres undefined)	8%	20
COc1ccc(N(Cc2ccco2)C(=O)c2ccccc2F)cc1OC	?	.
O=C(CSc1nncn1-c1ccccc1)Nc1ccc(F)cc1F	18%	23
COC(=O)c1c(C)oc2ccc(N(C(C)=O)S(=O)(=O)c3ccccc3)cc12	?	.
O=C(N/N=C/c1coc2ccccc2c1=O)c1ccncc1	?	.
O=C(CC1S/C(=N/N=C/C=C/c2ccccc2)NC1=O)Nc1ccc(Cl)c(Cl)c1 (centres undefined)	9%	-5
CC1(c2ccccc2)NC(=O)N(CC(=O)NCC2CCCO2)C1=O (centres undefined)	?	.
Cc1nc(SCC(=O)O)c(C#N)c(-c2ccco2)c1C(=O)N(C)C	-11%	-6
CCN(c1cccc(C)c1)S(=O)(=O)c1ccc(OC)c([N+](=O)[O-])c1	i	11
CNC(=S)N(Cc1cccs1)Cc1cc2cc(OC)ccc2[nH]c1=O	-1%	-2
COc1ccc(C(=O)NCC(=O)OCC(=O)N2N=C(c3ccc(Cl)cc3)CC2c2ccco2)cc1OC (centres undefined)	?	.
Cc1cccc(OCC(=O)O/N=C(\N)c2ccccn2)c1	13%	.
CSc1nc(=S)n(-c2ccccc2)c(C)c1C(C)=O	-5%	-14
C/C(=N\NC(=O)c1ccccc1-n1cccc1)C1CC1	17%	6

Reprinted from the part before: seven compounds, then new ones.
SMILES	S3 lipid droplet	S3 lipid droplet cell count max
Cc1nc(SCC(=O)O)c(C#N)c(-c2ccco2)c1C(=O)N(C)C	-11%	-6
CCN(c1cccc(C)c1)S(=O)(=O)c1ccc(OC)c([N+](=O)[O-])c1	i	11
CNC(=S)N(Cc1cccs1)Cc1cc2cc(OC)ccc2[nH]c1=O	-1%	-2
COc1ccc(C(=O)NCC(=O)OCC(=O)N2N=C(c3ccc(Cl)cc3)CC2c2ccco2)cc1OC (centres undefined)	?	.
Cc1cccc(OCC(=O)O/N=C(\N)c2ccccn2)c1	13%	.
CSc1nc(=S)n(-c2ccccc2)c(C)c1C(C)=O	-5%	-14
C/C(=N\NC(=O)c1ccccc1-n1cccc1)C1CC1	17%	6
CCOC(=O)c1c(CC(C)C)csc1/N=C/C1C(=O)CC(C)(C)CC1=O	?	.
Cc1cccnc1Nc1nc(-c2ccc(O)cc2)cs1	?	.
COc1ccc(/C=C2/N=C(SC3CCOC3=O)N(c3cccc(OC)c3)C2=O)cc1 (centres undefined)	-3%	-8
CCOc1ccc(NC(N)=O)cc1	12%	2
COc1ccc(CSC(=N)N)cc1[N+](=O)[O-]	?	.
Cc1[nH]n2c(=O)c3c(nc2c1-c1ccccc1)CCC3	?	.
CC1Cc2cc(S(=O)(=O)N3CCC(C(=O)N(C)Cc4ccccc4)CC3)ccc2N1C(=O)C1CC1 (centres undefined)	?	.
CCC(=O)Nc1ccc(C(=O)Nc2ccc(Br)cc2F)cc1	2%	14
CC1c2cc3c(cc2CCN1C(=O)c1ccc(Br)cc1)OCCCO3 (centres undefined)	?	.
O=C(CSc1nnnn1C1CCCC1)Nc1ccc(F)cc1	-17%	2
Cc1ccc(SC(C)C(=O)NCc2ccc(F)cc2)cc1 (centres undefined)	12%	13
CCc1cccc(C)c1NC(=O)CCCC(=O)O	-10%	3
C/C(=N\NC(=S)Nc1cccc(C)c1)c1ccco1	-3%	4
COc1cc(C(=O)Nc2cc(C(F)(F)F)ccc2-n2cncn2)cc(OC)c1OC	?	.
[O-]C1=N/[N+](=C/c2ccc(Cl)cc2)CC1	i	-17
CCC(NS(=O)(=O)c1ccc(OC)cc1)C(=O)NCCC1=CCCCC1 (centres undefined)	?	.
O=C(O)c1ccc(/C=N/NC(=O)C(O)(c2ccccc2)c2ccccc2)cc1	?	.
CCOc1ccc(NC(=O)CCS(=O)(=O)c2ccc3c(c2)CCCN3C(=O)CC)cc1	?	.
Cc1ccc(S(=O)(=O)NCCN=C(CN2CCOCC2)NS(=O)(=O)c2ccc(C)cc2)cc1	?	.
CC1C2CC(C(S(=O)(=O)N3CCOCC3)C2=O)C1(C)C (centres undefined)	?	.
Cc1cccc(S(=O)(=O)NNC(=O)Cc2cccn2C)c1	-3%	-15
